TLR4 MyD88 comp = inhibitors of human TLR4-MyD88 binding; O00206+Q99836; HeLa CL3-4 TLR4/MyD88 BLA complementation, FRET ratio; inhibition, % at 8.4 µM; 0.18% of 200,000 active; AID 861; in the data active = inhibition above about 25%;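 also: 0% = vehicle and 100% = reference inhibitor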
Target sequence (O00206 whole entry, looked up): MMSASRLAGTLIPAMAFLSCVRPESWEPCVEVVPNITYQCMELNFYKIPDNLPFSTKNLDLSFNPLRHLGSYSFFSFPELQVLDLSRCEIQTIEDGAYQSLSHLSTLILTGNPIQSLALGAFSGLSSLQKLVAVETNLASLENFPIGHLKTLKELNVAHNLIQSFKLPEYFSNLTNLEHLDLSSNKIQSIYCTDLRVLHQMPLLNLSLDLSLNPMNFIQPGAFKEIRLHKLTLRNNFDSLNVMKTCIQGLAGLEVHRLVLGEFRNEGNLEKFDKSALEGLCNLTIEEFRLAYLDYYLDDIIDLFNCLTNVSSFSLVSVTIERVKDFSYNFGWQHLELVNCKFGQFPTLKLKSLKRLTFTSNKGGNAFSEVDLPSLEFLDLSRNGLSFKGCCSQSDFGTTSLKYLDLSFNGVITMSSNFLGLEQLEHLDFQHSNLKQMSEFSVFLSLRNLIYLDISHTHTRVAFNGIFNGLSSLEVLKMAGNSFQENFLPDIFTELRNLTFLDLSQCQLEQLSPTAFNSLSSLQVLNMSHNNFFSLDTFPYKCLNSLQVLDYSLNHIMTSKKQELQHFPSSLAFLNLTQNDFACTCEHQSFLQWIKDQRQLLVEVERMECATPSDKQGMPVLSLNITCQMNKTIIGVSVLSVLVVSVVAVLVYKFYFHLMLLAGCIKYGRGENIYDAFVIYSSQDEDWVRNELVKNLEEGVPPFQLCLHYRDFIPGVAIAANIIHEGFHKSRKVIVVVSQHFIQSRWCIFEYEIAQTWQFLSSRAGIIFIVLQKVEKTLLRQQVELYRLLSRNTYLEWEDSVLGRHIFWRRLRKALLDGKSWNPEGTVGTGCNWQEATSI
Target sequence (Q99836 whole entry, looked up): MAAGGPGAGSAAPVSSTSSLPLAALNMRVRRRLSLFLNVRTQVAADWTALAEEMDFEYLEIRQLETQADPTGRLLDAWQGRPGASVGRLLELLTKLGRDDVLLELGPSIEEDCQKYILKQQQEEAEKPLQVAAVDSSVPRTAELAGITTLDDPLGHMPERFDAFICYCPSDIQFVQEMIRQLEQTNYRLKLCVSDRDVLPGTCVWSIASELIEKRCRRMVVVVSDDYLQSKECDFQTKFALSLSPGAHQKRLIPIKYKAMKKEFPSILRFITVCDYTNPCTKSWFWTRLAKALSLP
NF-kB neuron act = raises NF-kB expression in human neuronal cells | 1.6% of 190,000 active | AID 1239 | NF-kB reporter expression; active compounds read high | fold change at 12.5 µM; in the data active = fold change above about 3.3
Diaph act CS = activates diaphorase or chemically reduces, flagging diaphorase assay artifacts. Diaphorase/resazurin coupled assay, resorufin fluorescence, 16 min; active compounds read high; 1 = vehicle wells, 0 = NADH-free wells. activation factor at 20 µM. 0.005% of 190,000 active;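 active = diaphorase activity raised at least twofold by the compound at 20 µM; inactive = activation factor below 2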
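Material: purified diaphorase enzyme from Clostridium kluyveri; Also added: 0.114 mM NADH and 0.1 mM resazurin, final amounts; Doses: single compound dose of 20 µM, 1% DMSO final; Times: 16 min enzyme reaction, ambient temperature; Detection: resorufin fluorescence, excitation 544 nm, emission 590 nm; Measure: increased resorufin signal from activators or reducing compounds.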
G6PDH CS = L. mesenteroides G6PDH inhibition counter-screen; 0.12% of 200,000 active; Purified L. mesenteroides G6PDH, diaphorase/resazurin coupled fluorescence, 45 min; inhibition, % at 5 µM; in the data active = inhibition above about 50%
Diaphorase inh = inhibits diaphorase or chemically oxidizes, flagging diaphorase assay artifacts. 0.69% of 190,000 active. diaphorase resazurin-to-resorufin fluorescence, NADH, 16 min; bacterial (C. kluyveri) enzyme, not human. inhibition, % at 20 µM;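 active = primary screen inhibition at 20 µM above a set limit, cut at about 50% in these data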;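 also: plate controls were DMSO with full reaction for no effect and wells lacking NADH for full effect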
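Detection: fluorescence of resorufin formed from resazurin, Ex 544/Em 590 nm; test system: Clostridium kluyveri diaphorase enzyme; amount: 0.14 U/mL diaphorase, enzyme working solution; times: 16-min room-temperature incubation before reading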
APP 5'UTR act = APP 5'UTR luciferase reporter activation; SH-SY5Y APP 5'UTR luciferase reporter, luminescence; zero percent = DMSO vehicle wells; activation, % at 2 µM; 1% of 190,000 active;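 active = activation above a set limit, based on mean plus 3 SD of controls, cut at about 140% in these data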; also: values of inactives mirror those of a sister screen read the other way
STAT1 act = increases IFN-gamma driven STAT1 reporter signal | 2.6% of 200,000 active | activation (% of control), % at 5.5 µM | NIH 3T3 STAT1-luciferase reporter, luminescence; 100% = IFN-gamma alone, no compound;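 active = activation above the screen-wide mean activation plus 3 SD, cut at about 130% in these data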;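 also: raw ratio to IFN-gamma control signal so 100% means no change and 0% no light; values of inactives mirror those of a sister screen read the other way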
FLuc act counter = firefly luciferase counter-screen for stimulation assays. ATPlite luciferase biochemical, luminescence, 10 min; 0 = ATP-free wells, 1 = DMSO control. activation factor at 10 µM. 200,000 tested, under 10 active. AID 1027;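 active = luciferase activation factor, scaled between plate controls, of at least 2 with compound at 10 µM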
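Assay system: Luciferase/luciferin detection reagent, cell-free biochemical luciferase assay / Also added: ATP substrate / Schedule: 10 min at ambient temperature / Measured by: luminescence measurement of luciferase light output / Benchmarks: low control with PBS replacing ATP, high control enzyme plus ATP without compound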
FLuc inhib CS = Photinus pyralis luciferase inhibition counter-screen | P08659 | ATPLite firefly luciferase biochemical luminescence, 10 min | inhibition, % at 10 µM | 1.5% of 200,000 active | AID 1006;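 active = inhibition above about 50% when tested at 10 µM, limit read from the data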
APP transl inh = APP translation inhibition; SH-SY5Y APP 5'UTR-luciferase reporter, luminescence; inhibition, % at 2 µM; 0.82% of 190,000 active; AID 1285;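 active = inhibition above a set limit, derived from the sample mean plus 3 SD, cut at about 45% in these data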; also: values of inactives mirror those of a sister screen read the other way
An asterisk follows results filed as active; · = no result given.

SMILES	TLR4 MyD88 comp	NF-kB neuron act	Diaph act CS	G6PDH CS	Diaphorase inh	APP 5'UTR act	STAT1 act	FLuc act counter	FLuc inhib CS	APP transl inh
COc1ccc(C=NCCC2(O)CC(C)N(C)CC2C)cc1 (stereo not drawn)	11	1.1	1	5	-2	-1	104	1	-1	1
Cc1ccc(/C=N/NC(=O)C2CC(=O)N(c3ccccc3)C2)s1 (stereo not drawn)	4	0.93	1	2	-2	-8	105	1	-4	8
CCCNCC1C(Oc2ccc(Cl)cc2Cl)C(=O)N1c1cccc(C)c1C (stereo not drawn)	-21	1.1	1.1	-1	-8	-13	104	1.1	-8	13
Cn1c(=O)[nH]c(=O)c2c1nc(NCCc1ccccc1)n2CC(O)COc1ccccc1 (stereo not drawn)	-3	1	1	3	3	-2	95	1	-2	2
O=C1c2ccccc2NC(c2ccccn2)N1c1ccccc1F (stereo not drawn)	-3	1.2	0.9	-2	6	13	99	1.1	-5	-13
COc1cccc(-c2nc(SCC(=O)Nc3nc(-c4ccccc4)c(C)s3)[nH]c(=O)c2C#N)c1	3	1.2	0.2	8	81*	7	106	1	-5	-6
CCN(CC)Cc1c(O)ccc2c(=O)c(-c3ccc4c(c3)OCCO4)coc12	19	0.91	1.1	-2	-8	-14	99	1	0	14
CN(C)CCNC(=O)/C=C/c1cn(-c2ccccc2)nc1-c1cc2ccccc2oc1=O	-4	0.76	1.1	0	-10	-19	109	1	0	19
CCOc1ccc(Nc2nc(Cl)nc(NCCO)n2)cc1	10	1.2	0.9	-10	14	·	98	1	-4	·
O=C(c1ccccc1NS(=O)(=O)c1cccc([N+](=O)[O-])c1)N1CCOCC1	12	1	1	1	3	-5	106	1	-4	5
CCC1(CC)Cc2ccccc2C2=C(C(=O)N3CCCCC3)C(=O)C(=O)N21	-10	0.88	0.8	34	17	-8	107	1.1	-5	8
CN(C)c1ccnc(C(=O)O)c1	6	0.83	0.8	7	22	5	92	1	0	-5
CCNc1ccc(Br)cc(C(=O)/C=C/c2c(Cl)cccc2Cl)c1=O	-5	1.8	0.6	22	44	14	81	1	-4	-14
COc1ccccc1Nc1ccncc1[N+](=O)[O-]	-7	1.1	·	3	·	1	97	1.1	-5	0
CCOC(=O)c1cc2n(c1C)-c1ccccc1C2=O	-14	1.6	0.9	1	7	34	122	0.9	11	-34
COc1ccc(NC(=O)COc2nc3ccccc3nc2N2CCOCC2)c(OC)c1	-12	1.1	1	6	-3	-8	89	1.1	-7	8
CCc1ccccc1N(CC(=O)N1CCN(c2ccccc2)CC1)S(C)(=O)=O	-17	1.1	0.8	10	16	13	79	1	0	-13
Cc1ccc(NC(=O)CN(C)C(=O)c2ccc(C(F)(F)F)cc2)cc1	6	0.95	0.9	2	8	3	100	1.1	-6	-3
CC(=O)Nc1ccc(OCC(=O)NCc2ccc3c(c2)OCO3)cc1	0	0.97	0.8	10	20	-10	104	1	-2	10
CCC(C)NC(=O)CN(c1cc(Cl)cc(Cl)c1)S(C)(=O)=O (stereo not drawn)	6	1	0.8	12	22	19	104	1	-4	-19
CC(=O)c1c(C)[nH]c(C(=O)OCC(=O)N2c3ccccc3NC(=O)C2(C)C)c1C	-1	0.84	0.8	14	16	2	92	1.1	-5	-2
Cc1ccccc1OCCC(=O)OCC(=O)NC(C)c1ccccc1 (stereo not drawn)	-2	1	0.9	4	9	0	100	1	-3	0
Cc1ccc(C(=O)Nc2ccccc2N2CCN(C(=O)C(C)C)CC2)cc1C	10	0.65	1	-29	1	-31	101	1	-2	31
Cc1[nH]nc2c1C(C(C)C)C(C#N)=C(N)O2 (stereo not drawn)	-12	0.9	0.9	2	15	1	95	1.1	-6	-1
Cc1ccccc1-c1n[nH]c(=S)n1/N=C/c1c(C)nn(-c2ccccc2)c1C	16	1.2	0.8	-7	24	12	102	1	-2	-12

Complete entries from above. Order of screens: TLR4 MyD88 comp	NF-kB neuron act	Diaph act CS	G6PDH CS	Diaphorase inh	APP 5'UTR act	STAT1 act	FLuc act counter	FLuc inhib CS	APP transl inh
`COc1ccccc1Nc1ccncc1[N+](=O)[O-]` across the screens: -7	1.1	·	3	·	1	97	1.1	-5	0
`Cc1ccc(C(=O)Nc2ccccc2N2CCN(C(=O)C(C)C)CC2)cc1C` across the screens: 10	0.65	1	-29	1	-31	101	1	-2	31

Going on with the list.
SMILES	TLR4 MyD88 comp	NF-kB neuron act	Diaph act CS	G6PDH CS	Diaphorase inh	APP 5'UTR act	STAT1 act	FLuc act counter	FLuc inhib CS	APP transl inh
O=[N+]([O-])c1cc(Cl)ccc1N1CCCC1	-9	1.2	0.8	6	24	-4	97	1	-4	4
CCOC(=O)C1=C(C)N(Cc2ccc(C(=O)O)cc2)C(=O)NC1c1ccc([N+](=O)[O-])cc1 (stereo not drawn)	6	1.1	1	5	3	-17	101	1	-5	17
O=C(CN1CCC(O)(c2ccc(F)cc2)CC1)NCc1ccc(F)cc1	-1	0.94	1	5	-3	17	104	1	-3	-17
CCC(=O)NC(=S)Nc1ccc(NC(=O)c2cc3ccccc3o2)c(OC)c1	-10	1	0.9	2	10	24	104	1.1	-6	-24
COc1cccc(CNC(=O)CCC2CCCN(C(=O)c3ccc(OC)o3)C2)c1 (stereo not drawn)	3	1.6	1.2	17	-19	-2	102	1	0	2
O=C(NCc1ccccn1)c1cc(-c2ccc(Br)cc2)nc2ccccc12	5	1.1	0.9	-9	5	-11	98	0.9	7	11
CCCC(C)C(=O)Nc1ccc(F)c(Cl)c1 (stereo not drawn)	-5	1.1	0.9	-2	13	5	95	1	-3	-5
Nc1nc2n(n1)C(c1ccco1)CC(c1ccc(Cl)cc1)N2 (stereo not drawn)	11	1	0.8	0	23	1	98	1	-5	-1
CC(C)NC(=O)c1cc2c(C(F)(F)F)nn(C)c2s1	2	1.2	1.1	8	-6	14	106	1	-2	-14
COc1ccc(-c2cc(C(F)(F)F)n3nc(C(=O)Nc4cc(C)on4)cc3n2)cc1OC	0	0.52	1.1	-38	-8	-5	98	1	0	5
Cc1ccc(-c2cc(C(=O)NCc3ccco3)no2)cc1	-6	2.6	0.9	-6	8	-14	109	0.8	20	14
CCc1cc2c(=O)n(-c3ccccc3)c(=S)[nH]c2s1	5	1	0.2	6	81*	11	98	1	-2	-11
CCOc1ccccc1NS(=O)(=O)c1cccc2nsnc12	-5	1.1	0.8	-3	22	3	92	1	-4	-3
COc1cc(OC)c(C2N(c3ccc(Cl)c(Cl)c3)C(=O)C3CCCN32)cc1OC (stereo not drawn)	11	1.1	0.7	4	26	1	96	1.1	-6	-1
O=[N+]([O-])c1ccc(Cl)c(S(=O)(=O)N2CCCCCC2)c1	-7	1.3	0.8	0	19	-5	111	1.1	-7	6
CC(C)(C)C1=CC(=O)C(N2CCOCC2)=CC1=O	-10	0.91	0.7	55*	32	7	104	1	1	-7
CS(=O)(=O)c1ccc(Cl)c(NC(=O)COC(=O)CNC(=O)c2ccc(Br)o2)c1	-2	0.99	0.9	-2	8	1	93	1	-2	-1
COc1cccc(-n2cc3c(=O)n(C)c(=O)n(C)c3c2)c1	8	1.2	1	2	-2	5	114	1	-3	-5
Cc1nn2cc(-c3ccccc3)nc2s1	2	5.4*	0.9	3	13	114	144*	0.5	47	-114
C=CCOc1cccc(C2C(C(=O)c3ccco3)=C(O)C(=O)N2Cc2ccncc2)c1 (stereo not drawn)	-5	1.3	1	5	-1	28	103	1.1	-8	-28
COc1ccc(N2C(=O)N(Cc3cccc(F)c3)c3ccccc3S2(=O)=O)cc1	-6	1.1	0.8	2	17	16	97	1.1	-6	-16
COC(=O)c1ccccc1NC(=O)N[C@@H](C)C(=O)OC	-1	1.1	1.1	1	-9	-76	99	1	-5	76*
O=C(COc1ncnc2scc(-c3ccccc3)c12)NCCN1C(=O)CSC1=O	-2	0.99	0.9	8	9	19	95	1.1	-10	-19
O=C(Cn1[nH]c(=O)c2ccccc2c1=O)NCc1cccnc1	-7	1	1	5	-5	-9	98	1	-4	9
CC(=O)Nc1nc(-c2ccccc2)nc(C)c1C(C)=O	5	1.2	0.8	-9	16	0	94	1.1	-9	0

Fetched one by one from above, 3 records:
SMILES	TLR4 MyD88 comp	NF-kB neuron act	Diaph act CS	G6PDH CS	Diaphorase inh	APP 5'UTR act	STAT1 act	FLuc act counter	FLuc inhib CS	APP transl inh
COc1cc(OC)c(C2N(c3ccc(Cl)c(Cl)c3)C(=O)C3CCCN32)cc1OC (stereo not drawn)	11	1.1	0.7	4	26	1	96	1.1	-6	-1
Cc1ccccc1OCCC(=O)OCC(=O)NC(C)c1ccccc1 (stereo not drawn)	-2	1	0.9	4	9	0	100	1	-3	0
COc1ccc(NC(=O)COc2nc3ccccc3nc2N2CCOCC2)c(OC)c1	-12	1.1	1	6	-3	-8	89	1.1	-7	8

Printed as active in Diaphorase inh, among the entries above:
smiles	TLR4 MyD88 comp	NF-kB neuron act	Diaph act CS	Diaphorase inh	APP 5'UTR act	STAT1 act	APP transl inh
COc1cccc(-c2nc(SCC(=O)Nc3nc(-c4ccccc4)c(C)s3)[nH]c(=O)c2C#N)c1	3	1.2	0.2	81*	7	106	-6
CCc1cc2c(=O)n(-c3ccccc3)c(=S)[nH]c2s1	5	1	0.2	81*	11	98	-11

Compounds shown so far with a nitro group on carbon (five):
SMILES	TLR4 MyD88 comp	NF-kB neuron act	Diaph act CS	G6PDH CS	Diaphorase inh	APP 5'UTR act	STAT1 act	FLuc act counter	FLuc inhib CS	APP transl inh
O=C(c1ccccc1NS(=O)(=O)c1cccc([N+](=O)[O-])c1)N1CCOCC1	12	1	1	1	3	-5	106	1	-4	5
COc1ccccc1Nc1ccncc1[N+](=O)[O-]	-7	1.1	·	3	·	1	97	1.1	-5	0
O=[N+]([O-])c1cc(Cl)ccc1N1CCCC1	-9	1.2	0.8	6	24	-4	97	1	-4	4
CCOC(=O)C1=C(C)N(Cc2ccc(C(=O)O)cc2)C(=O)NC1c1ccc([N+](=O)[O-])cc1 (stereo not drawn)	6	1.1	1	5	3	-17	101	1	-5	17
O=[N+]([O-])c1ccc(Cl)c(S(=O)(=O)N2CCCCCC2)c1	-7	1.3	0.8	0	19	-5	111	1.1	-7	6

High-throughput results: PubChem, several laboratories
